Screens from PubChem.
S1P4 agonist: S1P4 receptor agonists, primary screen, cell-based. S1P4-expressing cell line, agonist reporter assay. hit rate 0.35% among 220,000. activation, % at 4.98 µM. Sphingosine 1-phosphate receptor 4 (Homo sapiens), O95977. AID 1509, 2009; in the data active = activation above about 11%;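 also: 0% = DMSO vehicle and 100% = reference agonist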
Target sequence (O95977 whole entry, looked up): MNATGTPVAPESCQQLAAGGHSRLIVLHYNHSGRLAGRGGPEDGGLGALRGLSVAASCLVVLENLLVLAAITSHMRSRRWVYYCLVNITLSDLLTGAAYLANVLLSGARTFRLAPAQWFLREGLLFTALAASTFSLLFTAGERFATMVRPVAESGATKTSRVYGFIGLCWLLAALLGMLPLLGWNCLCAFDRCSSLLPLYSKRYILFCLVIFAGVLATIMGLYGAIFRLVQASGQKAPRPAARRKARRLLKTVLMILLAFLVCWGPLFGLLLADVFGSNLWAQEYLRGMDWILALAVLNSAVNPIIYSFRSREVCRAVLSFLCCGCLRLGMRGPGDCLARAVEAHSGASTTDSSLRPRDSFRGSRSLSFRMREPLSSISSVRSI
BaF3 parental: parental Ba/F3 cell viability inhibition, counter-screen for JAK2V617F inhibitor project, murine pro-B, CellTiter-Glo luminescence; CellTiter-Glo ATP luminescence; inhibition, % at 5.6 µM; hit rate 1.1% among 220,000;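 active = inhibition above a per-campaign cutoff, the mean inhibition of all tested compounds plus 3 SD, cut at about 27% in these data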;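 also: 0% = DMSO wells and 100% = JAK Inhibitor I control wells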
S1P4 antagonist: S1P4 receptor antagonists, primary screen, cell-based. Sphingosine 1-phosphate receptor 4 (Homo sapiens), O95977. S1P4-expressing cells, antagonist mode, reporter read-out. inhibition, % at 4.98 µM. hit rate 0.26% among 220,000. AID 1510, 2009; in the data active = inhibition above about 29%;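 also: 0% = wells stimulated with agonist and 100% = vehicle wells without agonist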
NPY1 pot ag: NPY-Y1 receptor potentiators or agonists, primary screen, cell-based; NPY-Y1 expressing cells, potentiator/agonist activation; activation, % at 3.6 µM; hit rate 0.37% among 220,000; AID 1304, 2008; in the data active = activation above about 33%, passing the limit was not always enough;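 also: cells stimulated with NPY at EC10 then isoproterenol at EC100; 0% = low agonist plus stimulus and 100% = saturating agonist plus stimulus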
Target sequence (P25929 whole entry, looked up): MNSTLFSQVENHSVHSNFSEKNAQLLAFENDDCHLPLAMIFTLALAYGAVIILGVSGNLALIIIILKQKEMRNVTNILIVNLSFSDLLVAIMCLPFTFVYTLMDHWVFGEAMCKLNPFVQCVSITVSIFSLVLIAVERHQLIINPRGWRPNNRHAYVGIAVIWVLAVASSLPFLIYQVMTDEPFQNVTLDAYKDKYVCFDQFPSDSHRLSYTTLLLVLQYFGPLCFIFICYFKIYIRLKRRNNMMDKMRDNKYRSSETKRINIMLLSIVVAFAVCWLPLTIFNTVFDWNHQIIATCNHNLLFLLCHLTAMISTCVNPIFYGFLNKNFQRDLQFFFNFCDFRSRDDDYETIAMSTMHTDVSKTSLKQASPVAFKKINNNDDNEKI
p47phox inh: p47phox/p22phox peptide binding inhibitors, primary screen, biochemical, uHTS, NADPH oxidase regulatory subunit; Neutrophil cytosol factor 1 (Homo sapiens), P14598; fluorescence polarization, 2 h; inhibition, % at 24.7 µM; hit rate 0.53% among 220,000; AID 1274, 2008;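 active = inhibition above about 30%, limit read from the data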;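 also: 0% = p47phox with labelled peptide and 100% = labelled peptide alone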
NPY-Y2 PAM-ag: NPY-Y2 potentiators or agonists, primary screen, cell-based; Neuropeptide Y receptor type 2 (Homo sapiens), P49146; cells expressing NPY-Y2, potentiator/agonist read-out; activation, % at 3.6 µM; hit rate 0.45% among 220,000; AID 1359, 2008; in the data active = activation above about 27%;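 also: cells stimulated with NPY near EC25 plus isoproterenol at EC100; 0% = vehicle plus submaximal agonist and 100% = vehicle plus saturating agonist; some results beyond the cut were filed as inactive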
Ba/F3 V617F tox: reduced viability of JAK2V617F-dependent Ba/F3 cells, primary screen, JAK2V617F inhibitor project, cell-based, Ba/F3 EpoR-JAK2V617F, luminescence | inhibition, % at 5.6 µM | ATP luminescence | hit rate 1.1% among 220,000 | AID 1446, 2008;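 active = inhibition above the campaign mean plus 3 SD over all tested compounds, cut at about 24% in these data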;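 also: cytokine-independent growth of Ba/F3 cells driven by EpoR plus mutant JAK2; 0% = DMSO-treated cells and 100% = JAK inhibitor I control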
NPY-Y1 antag: NPY-Y1 receptor antagonists, primary screen, cell-based | HEK293-CNG Y1 cells, membrane potential fluorescence; NPY at EC95, then isoproterenol | inhibition, % at 3.6 µM | hit rate 1% among 200,000 | AID 1040, 2008;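 active = inhibition above the campaign mean inhibition of all tested compounds plus 3 SD, cut at about 20% in these data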;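 also: 0% = DMSO wells given NPY plus isoproterenol and 100% = isoproterenol alone without NPY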
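material = HEK293 cells with Y1 receptor plus CNG channel | also added = NPY 25 nM then isoproterenol 1 µM plus Ro 20-1724 25 µM | schedule = dye 3 h, compound 60 min room temperature, stimulation 45 min | measured by = membrane potential fluorescence | benchmarks = high control isoproterenol alone, low control NPY with isoproterenol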
CHOP inhibitor: inhibitors of CHOP promoter induction, primary screen, cell-based, unfolded protein response, luciferase reporter | CHO-K1 CHOP-promoter luciferase, tunicamycin-induced, 15-18 h | inhibition, % at 10 µM | hit rate 3.8% among 220,000;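 active = compounds that reduced the stress-induced luciferase reporter signal by more than about 70% of percent inhibition, limit read from the data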;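 also: 0% = tunicamycin plus vehicle and 100% = wells without tunicamycin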
* = called active by the depositor; / = no result given.

SMILES | S1P4 agonist | BaF3 parental | S1P4 antagonist | NPY1 pot ag | p47phox inh | NPY-Y2 PAM-ag | Ba/F3 V617F tox | NPY-Y1 antag | CHOP inhibitor
O=C(Nc1ncc(C(F)(F)F)cc1Cl)C1COc2ccccc2O1 (centres undefined) | 0.6 | 7.7 | -21.0 | -52.5 | -10.1 | -10.1 | 3.0 | 5.4 | 6.4
O=C(Cn1cccc1C(=O)c1ccccc1)NCc1ccccc1 | 2.6 | 9.4 | 8.1 | 7.5 | -13.0 | -10.1 | 6.0 | 3.1 | -5.7
CCOC(=O)CSc1nc2c(c(=O)[nH]c(=O)n2C)n1CCc1ccccc1 | 0.2 | 3.0 | 8.0 | -11.9 | -4.2 | 1.5 | 2.8 | 1.1 | 4.0
N/C(=N\OC(=O)Cc1ccccc1[N+](=O)[O-])c1ccccn1 | -0.6 | 1.4 | -11.2 | 12.1 | -11.0 | 7.9 | -2.9 | -5.4 | -20.6
Cc1cc(C)c(O)c(-c2cc(C(=O)NCc3ccccc3)[nH]n2)c1 | 0.4 | 2.4 | -5.5 | 1.5 | -6.6 | 9.7 | -0.4 | 0.0 | 66.4
CCCN1C(=O)c2ccccc2NC1c1ccc(C)cc1 (centres undefined) | -0.8 | 9.6 | 2.7 | -1.5 | -6.6 | -2.9 | 2.4 | -1.4 | 55.7
COc1ccc(/C=N/NC(=O)COc2ccc(Cl)cc2Cl)cc1Cn1nc(C)cc1C | 0.5 | 6.2 | -22.2 | -24.2 | 3.8 | 10.7 | 2.5 | 8.4 | 93.0*
COc1cccc(-c2cc(C(F)(F)F)nc(-n3cccn3)n2)c1 | -1.1 | 4.4 | 2.0 | -0.5 | -24.2 | -14.1 | -1.6 | 4.3 | 32.4
Cc1ccc(OCC2Cn3c(nc4c3c(=O)n(C)c(=O)n4C)O2)cc1 (centres undefined) | -0.5 | 1.6 | -0.3 | 2.8 | -12.2 | -5.2 | 0.1 | 1.0 | 32.8
O=C(Nc1cccnc1)c1noc2c1CCCC2 | 0.9 | 0.9 | -15.7 | 3.4 | -17.4 | 15.7 | -2.9 | -5.9 | -61.6
CCOCCCNc1nc2nc3ccc(C)cn3c(=O)c2cc1C(=O)NCC1CCCO1 (centres undefined) | 4.1 | 5.9 | -12.9 | 2.0 | -4.0 | -8.9 | 0.1 | -0.9 | -2.7
O=C(CN(c1ccccc1)S(=O)(=O)c1ccccc1)N1CCOCC1 | -0.4 | 3.9 | 4.5 | 6.9 | 1.4 | 3.1 | -2.2 | -0.7 | 25.6
CCN(Cc1ccccc1)C(=O)COc1cc(=O)n(CC)c2ccccc12 | -1.6 | 8.0 | 10.8 | -8.0 | 17.3 | -0.8 | -2.3 | -4.4 | 18.7
CCOC(=O)C1CCN(C(c2cccnc2)c2c(NC(=O)c3ccco3)sc(C)c2C)CC1 (centres undefined) | -3.0 | 3.3 | -8.3 | -14.2 | -29.4 | -20.1 | -1.7 | 0.3 | /
CC(=O)NCc1ccc(S(=O)(=O)N/N=C/c2ccc(Br)cc2)cc1 | -0.1 | 1.7 | -31.9 | 8.5 | -5.8 | -7.2 | -2.9 | -0.8 | 3.1
CC(C)CC(=O)N(Cc1ccc(F)cc1)C1CCS(=O)(=O)C1 (centres undefined) | -1.9 | 3.3 | -6.4 | 17.6 | -11.7 | 3.4 | -0.5 | 5.1 | -2.0
Cc1cccc(OCC(=O)Nc2ccc(C(=O)c3ccc(C(=O)O)cc3)cc2)c1 | -0.9 | 8.3 | 0.8 | 12.8 | -3.4 | 3.8 | -0.6 | -7.9 | -5.3
CCCCC(=O)Nc1ccccc1CC | 0.5 | 1.9 | -8.9 | 1.3 | -3.1 | 0.4 | 0.7 | / | 52.1
COCCn1c(SCC(=O)c2ccc(Cl)cc2)nnc1C(C)C | -0.2 | -0.8 | -7.7 | 2.3 | 5.6 | 13.8 | -3.6 | -1.2 | -18.4
CCC(CC)NC(=O)Nc1ccccc1C(F)(F)F | 1.1 | -0.6 | 7.9 | 11.2 | -5.2 | 3.5 | -0.5 | / | 8.0
CCC(=O)N1c2ccccc2-c2nnc(SC)nc2OC1c1ccc(OC)c(OC)c1 (centres undefined) | -1.4 | 1.1 | -6.5 | 4.4 | -4.8 | -7.2 | -3.5 | 0.5 | -2.8
COC(=O)c1ccc(C(C(=O)NC2CCCCC2)N(Cc2ccc(F)cc2)C(=O)Cc2cccs2)cc1 (centres undefined) | -1.9 | 5.9 | 0.1 | -8.0 | -12.2 | -12.2 | 0.6 | -4.4 | 28.5
CC(C)CCOc1ccc(Cl)cc1CN1CCOCC1 | -1.3 | 6.4 | -12.4 | -2.7 | -14.4 | -3.8 | -2.6 | 1.8 | 82.9*
CN(C(=O)CSc1nc2c(c(=O)[nH]1)CCC2)c1ccccc1 | 0.5 | 5.5 | -2.4 | 10.0 | 4.3 | -2.8 | -0.1 | 9.2 | -25.7
C/C(Cl)=C/CSc1nn2c(=O)c3ccccc3nc2s1 | 1.7 | 6.7 | 6.0 | -25.3 | -8.1 | -25.3 | 2.3 | 12.0 | -17.2
Cc1ccc(S(=O)(=O)CCc2nc3ccccc3[nH]2)cc1C | -1.8 | 9.2 | -6.6 | 13.6 | 0.1 | -23.9 | 1.6 | 0.8 | 27.2
CCOC(=O)NC(=O)c1cn(Nc2ccccc2)c(=O)[nH]c1=O | 1.9 | 1.4 | -5.6 | 8.8 | -5.8 | 4.8 | -7.2 | / | 16.4
Cc1cc(C)c(NS(=O)(=O)c2ccc(NC(=O)/C=C/C(=O)O)cc2)c(C)c1 | 3.0 | 6.9 | -30.2 | -31.6 | -14.1 | -2.8 | -0.7 | -4.2 | 45.7
COC(=O)c1cc(Cl)c(NS(=O)(=O)c2ccccc2)cc1OC | 0.3 | 14.8 | -7.2 | 1.2 | -94.5 | 2.6 | 3.7 | 4.5 | -17.5
O=C1NC(c2ccccc2)(C(F)(F)F)SC2=CCCCCN12 (centres undefined) | 0.7 | 7.5 | -17.7 | 7.6 | -16.8 | 11.7 | -1.2 | 3.5 | 4.4
CCOC(=O)C1CCCN(c2ncnc3c2cnn3-c2cccc(C)c2)C1 (centres undefined) | -0.7 | 2.4 | 2.1 | -34.7 | -16.3 | 1.1 | -2.9 | 15.6 | 64.7
CC[n+]1c(-c2ccccc2)csc1Nc1c(C)n(C)n(-c2ccccc2)c1=O | -0.5 | 2.4 | -1.6 | -0.1 | -1.8 | -4.2 | -1.0 | -2.4 | 28.7
Cc1nc(SCC(=O)O)c(C#N)c(-c2ccco2)c1C(=O)N(C)C | 0.0 | 0.5 | 1.9 | -13.5 | -8.1 | -14.1 | 0.8 | / | -2.0
Cn1c(=S)[nH]c2scc(-c3cccs3)c2c1=O | 1.5 | 11.9 | 0.7 | -17.0 | -9.1 | -16.6 | 6.1 | 8.7 | -8.0
O=c1c2ccccc2cnn1Cc1n[nH]c(=S)n1-c1cc(Cl)cc(Cl)c1 | -0.8 | 1.6 | -3.2 | -0.3 | -4.6 | -6.1 | -0.1 | -4.6 | -19.8
Cc1ccc(NC(=O)N2CCCn3c(SCC(=O)c4ccccc4)nnc32)cc1 | -0.7 | -3.3 | -2.3 | 5.4 | -9.6 | 6.8 | -4.3 | / | 8.4

Part of the list above, with each value named:
SMILES: Cc1nc(SCC(=O)O)c(C#N)c(-c2ccco2)c1C(=O)N(C)C
  S1P4 agonist = 0.0 | BaF3 parental = 0.5 | S1P4 antagonist = 1.9 | NPY1 pot ag = -13.5 | p47phox inh = -8.1 | NPY-Y2 PAM-ag = -14.1 | Ba/F3 V617F tox = 0.8 | NPY-Y1 antag = / | CHOP inhibitor = -2.0
SMILES: Cn1c(=S)[nH]c2scc(-c3cccs3)c2c1=O
  S1P4 agonist = 1.5 | BaF3 parental = 11.9 | S1P4 antagonist = 0.7 | NPY1 pot ag = -17.0 | p47phox inh = -9.1 | NPY-Y2 PAM-ag = -16.6 | Ba/F3 V617F tox = 6.1 | NPY-Y1 antag = 8.7 | CHOP inhibitor = -8.0
SMILES: O=c1c2ccccc2cnn1Cc1n[nH]c(=S)n1-c1cc(Cl)cc(Cl)c1
  S1P4 agonist = -0.8 | BaF3 parental = 1.6 | S1P4 antagonist = -3.2 | NPY1 pot ag = -0.3 | p47phox inh = -4.6 | NPY-Y2 PAM-ag = -6.1 | Ba/F3 V617F tox = -0.1 | NPY-Y1 antag = -4.6 | CHOP inhibitor = -19.8

Further compounds follow:
SMILES | S1P4 agonist | BaF3 parental | S1P4 antagonist | NPY1 pot ag | p47phox inh | NPY-Y2 PAM-ag | Ba/F3 V617F tox | NPY-Y1 antag | CHOP inhibitor
Cc1c(-c2ccccc2)[n+](=O)c2c(n1[O-])CCCCC2 | 0.3 | 2.8 | -14.1 | -0.6 | -1.7 | 1.3 | -2.0 | -2.7 | 4.0
COC(=O)C1=C(C)N(C)C(=O)NC1c1ccc(O)c(OC)c1 (centres undefined) | 0.4 | 4.0 | 10.4 | 10.4 | -7.7 | -10.4 | 4.3 | 7.4 | 19.8
CC(=O)NCCOc1nc(N(C)C)nc(N(C)C)n1 | 1.5 | 6.5 | -1.6 | -16.6 | -5.5 | 6.4 | -0.8 | -6.1 | 24.2
CC(C)(C)NC(=O)C1CCN(C(=O)c2ccc(-c3ccccc3)cc2)CC1 | -0.6 | 7.7 | 11.9 | -3.0 | -13.3 | -0.3 | 3.2 | -3.3 | 17.1
Cc1cc(C)n(Cc2ccc(Cl)c(Cl)c2)c(=O)c1S(=O)(=O)c1ccccc1 | 0.1 | 9.3 | -14.7 | -14.8 | -8.7 | -3.5 | -1.6 | -1.3 | 74.4*
COc1ccc(-c2cc(-c3c(O)c(OC)c4occc4c3OC)[nH]n2)cc1 | -3.3 | -1.9 | -13.0 | -1.2 | -22.7 | -15.7 | -5.1 | -5.8 | 86.2*
Cc1ccc2[nH]c(=O)c(CN(Cc3cccs3)S(=O)(=O)c3ccc4c(c3)OCCO4)cc2c1 | 1.5 | 3.2 | -12.3 | 20.3 | -3.9 | -5.5 | -2.1 | 1.1 | 7.0
CC1CCCN(C(=O)COC(=O)c2n[nH]c3ccccc23)C1 (centres undefined) | 1.2 | 6.6 | -11.8 | -1.7 | -9.9 | -14.0 | -2.0 | 0.3 | 2.6
COc1ccc(N2CCN(C(=O)C3CCCO3)CC2)cc1 (centres undefined) | -0.4 | 5.9 | -12.6 | 6.4 | 9.7 | -6.9 | 2.3 | 4.9 | -11.0
Clc1c(CSc2nc3ccccc3o2)nc2sccn12 | -0.7 | 3.8 | 1.6 | -7.5 | -4.2 | -2.8 | -1.4 | 7.9 | 6.0
O=C(O)C1C2CCC(C2)C1C(=O)NCc1ccccn1 (centres undefined) | 3.5 | 0.0 | -7.2 | -3.9 | -9.7 | 0.2 | -3.0 | 2.0 | 25.3
COc1ccc(-c2nc(=S)c3c(n2CCN2CCOCC2)CC(C)(C)OC3)cc1 | -0.2 | 4.7 | -21.4 | 4.2 | -2.5 | 15.4 | -1.8 | -1.3 | -32.7
CC(Cc1ccccc1)C(=O)N1CCN(C)CC1 (centres undefined) | 0.3 | 0.9 | 7.5 | -7.1 | -0.5 | -2.4 | 0.4 | 0.3 | -1.1
O=S(=O)(NCC1CCCO1)c1ccc(-c2ccc(Cl)cc2)cc1 (centres undefined) | 0.8 | 10.8 | 4.2 | -2.7 | -6.3 | -2.9 | 1.8 | -2.4 | 30.1
